# OXTR ag = human OXTR agonists, primary screen, fluorescence, CHO-OTR cells, Fluo-8 calcium; Fluo-8 calcium fluorescence; normalized: DMSO 0%, oxytocin 100%; activation, % at 3 µM; 320,000 compounds, 0.32% hits; AID 2435, 2010;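 active = activation above the mean of all tested compounds plus 3 SD, cutoff set per screening run, cut at about 20% in these data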;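 also: peak over basal fluorescence ratio from a 100 s FLIPR kinetic read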
# CHO-K1 Ca PAM = nonselective calcium activators in parental CHO-K1 cells, primary screen, counter-screen for M1 PAM project, cell-based, Fluo-8 calcium fluorescence, full deck, 1536-well; ATP EC20; 0% at ATP EC20, 100% at ATP max; activation, % at 3 µM; 360,000 compounds, 0.02% hits;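 active = activation above the run cutoff, the mean activation of all test compounds plus 3 SD, cut at about 40% in these data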;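 also: peak over basal fluorescence ratio in a 140 s read after ATP addition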
# TAAR1 antagonist = human TAAR1 antagonists, primary screen, Fluo-8 calcium fluorescence, CHO RD-HGA16 cells; inhibition, % at 3 µM; antagonist; 360,000 compounds, 1.5% hits; Trace amine-associated receptor 1 (Homo sapiens), Q96RJ0;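 active = inhibition above a per-plate cutoff, the mean inhibition of test compounds on that plate plus 3 SD, cut at about 49% in these data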;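 also: 0% = DMSO plus EC80 beta-PEA response and 100% = DMSO alone without agonist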
# Target sequence (Q96RJ0 whole entry, looked up): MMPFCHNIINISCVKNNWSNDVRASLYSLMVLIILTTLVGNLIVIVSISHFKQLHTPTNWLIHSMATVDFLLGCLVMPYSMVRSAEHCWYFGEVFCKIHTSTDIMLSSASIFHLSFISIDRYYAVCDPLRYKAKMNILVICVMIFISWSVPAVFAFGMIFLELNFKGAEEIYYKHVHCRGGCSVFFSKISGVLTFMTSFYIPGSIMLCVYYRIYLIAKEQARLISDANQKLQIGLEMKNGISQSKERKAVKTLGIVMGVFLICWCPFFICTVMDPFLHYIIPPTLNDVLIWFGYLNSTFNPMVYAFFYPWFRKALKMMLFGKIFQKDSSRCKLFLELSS
#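 System: CHO RD-HGA16 cells bearing hTAAR1. Reagent: EC80 β-phenethylamine stimulus. Schedule: seeding 17-24 h prior, 75-min 37 °C, 30-min RT dye loading. Signal: Fluo-8 intracellular calcium dye fluorescence, real-time kinetic reads. Read-out: % inhibition from peak post-agonist over basal fluorescence ratio. Benchmarks: vehicle wells and EC80 agonist wells. Replicates: n of 1.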
# V1aR counter = agonists of human V1a receptor, primary screen, counter-screen for OXTR agonist project, fluorescence, CHO-V1R cells; AID 2797, 2010; Fluo-8 calcium fluorescence, agonist mode; 0% DMSO, 100% 3 nM vasopressin; activation, % at 3 µM; 320,000 compounds, 0.25% hits;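 active = activation above the mean activation of all tested compounds plus 3 SD, per screening run, cut at about 20% in these data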;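 also: signal is peak over basal fluorescence ratio across a 100 second FLIPR read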
# Target sequence (P37288 whole entry, looked up): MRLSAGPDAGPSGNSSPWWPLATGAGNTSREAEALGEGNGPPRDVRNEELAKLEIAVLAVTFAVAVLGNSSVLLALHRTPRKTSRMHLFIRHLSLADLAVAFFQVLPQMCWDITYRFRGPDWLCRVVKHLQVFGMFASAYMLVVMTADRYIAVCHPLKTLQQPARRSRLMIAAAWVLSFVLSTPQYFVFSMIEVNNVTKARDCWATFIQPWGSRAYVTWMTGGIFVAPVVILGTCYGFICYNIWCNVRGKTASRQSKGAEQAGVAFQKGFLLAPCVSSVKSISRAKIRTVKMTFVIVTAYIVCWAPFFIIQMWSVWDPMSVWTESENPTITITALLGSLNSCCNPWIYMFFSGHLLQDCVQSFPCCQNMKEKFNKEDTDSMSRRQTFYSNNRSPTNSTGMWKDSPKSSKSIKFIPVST
# CHO parental Ca = ATP-evoked calcium signal inhibitors, parental CHO, primary screen, counter-screen for OX1R antagonist project, cell-based, fluorescence, Fluo-8 calcium dye; AID 463079, 2010; inhibition, % at 5.6 µM; parental CHO-K1, ATP-induced calcium, Fluo-8 fluorescence; 330,000 compounds, 0.63% hits;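 active = inhibition above that plate's mean sample inhibition plus 3 SD, cut at about 26% in these data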;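 also: 0% = ATP-challenged DMSO wells and 100% = DMSO wells without ATP; some compounds past the cut are filed as inactive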
#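 Material: Parental CHO cells | Reagent: ATP | Compound dosing: Single nominal dose of 5.6 µM per compound | Detection: Intracellular calcium via Fluo-8 no-wash fluorescent dye | Read-out: % inhibition of ATP-induced calcium mobilization | Benchmarks: Low control ATP plus DMSO, high control DMSO only | Replicates: Singlicate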
# OXTR potentiate = human OXTR potentiators, primary screen, fluorescence, CHO-OTR cells, Fluo-8 calcium | Oxytocin receptor (Homo sapiens), P30559 | Fluo-8 calcium fluorescence, potentiator mode; 0% = oxytocin EC15, 100% = EC100 | activation, % at 3 µM | 320,000 compounds, 0.061% hits;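 active = activation above that plate's cutoff, the mean activation of tested compounds plus 3 SD, cut at about 6.6% in these data, passing the limit was not always enough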;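 also: 100% uses oxytocin at 75 nM as the full agonist control; some results filed as inactive read as strong as hits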
#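 Assay system: CHO cell line stably expressing human OTR | Also added: Oxytocin at about EC15, sub-maximal agonist stimulus | Times: Compound 6 min at room temperature before oxytocin, 100 s read | Measured by: Fluo-8 intracellular calcium fluorescence, ex 470-495, em 515-575 nm | Controls: EC15 oxytocin alone as 0%, 75 nM oxytocin as 100%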
# CHO-K1 Ca ag = counter-screen for M1 agonists: effect in parental CHO-K1 cells; AID 602248, 2012; Fluo-8 calcium fluorescence; scaled to maximal ATP response, vehicle zero; activation, % at 3 µM; 360,000 compounds, 0.48% hits; in the data active = activation above about 15%;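 also: untransfected CHO-K1 host cells lacking M1 receptor as counterscreen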
# CHO-K1 Ca antag = M1 antagonist counterscreen hit in parental CHO-K1 cells; 360,000 compounds, 0.6% hits; AID 602250; ATP-induced calcium, Fluo-8 fluorescence; inhibition, % at 3 µM;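 active = inhibition above a per-plate cutoff, the plate's mean sample inhibition plus 3 SD, cut at about 24% in these data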;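 also: 0% = DMSO plus EC80 ATP and 100% = DMSO alone without ATP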
# GPR7 antagonist = GPR7 receptor antagonists, primary screen, cell-based, fluorescence, single concentration; Neuropeptides B/W receptor type 1 (Homo sapiens), P48145; GPR7-expressing cells, fluorescence antagonist assay; inhibition, % at 4.4 µM; 290,000 compounds, 1.1% hits; in the data active = inhibition above about 16%, passing the limit was not always enough;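 also: cells stimulated with the agonist NPW; 0% = agonist with vehicle and 100% = vehicle without agonist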
# Target sequence (P48145 whole entry, looked up): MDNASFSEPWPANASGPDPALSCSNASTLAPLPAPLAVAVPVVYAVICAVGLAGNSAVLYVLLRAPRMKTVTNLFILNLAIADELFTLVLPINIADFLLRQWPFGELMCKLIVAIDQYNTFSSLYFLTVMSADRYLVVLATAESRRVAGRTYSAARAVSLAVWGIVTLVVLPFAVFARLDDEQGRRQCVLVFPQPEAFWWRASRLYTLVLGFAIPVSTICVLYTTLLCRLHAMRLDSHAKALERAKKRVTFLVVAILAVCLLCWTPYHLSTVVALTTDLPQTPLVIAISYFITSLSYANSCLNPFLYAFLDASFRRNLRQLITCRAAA
# An asterisk follows results filed as active; · = not tested or not shown. Rows were taken by chance. Share with any hit: about 3.5%.
# Fields: OXTR ag	CHO-K1 Ca PAM	TAAR1 antagonist	V1aR counter	CHO parental Ca	OXTR potentiate	CHO-K1 Ca ag	CHO-K1 Ca antag	GPR7 antagonist
- O=C(c1cc(-c2ccc(F)cc2)nc2ccccc12)N1CCC1
→ -0.2	-8	24	3.9	-19	4	0.8	-5	·
- CC1CCCC(C)N1/N=C/c1ccccc1F (stereo not drawn)
→ 0.5	-4	-16	-0.7	-11	3	0.4	-11	-5
- CCC(CC)C(=O)Nc1nnc(S(=O)(=O)N2CCCCCC2)s1
→ -0.4	25	2	1.5	3	-5	3.1	-7	-2
- CCOc1ccc(/C=C/C(=O)c2ccccc2)cc1
→ -2.3	7	-11	0.1	-15	-9	-0.1	-22	12
- COc1cccc(C2=NN(C(=O)CCCC(=O)O)C(c3cccs3)C2)c1 (stereo not drawn)
→ 0.5	7	9	0.7	-10	1	0.4	-14	-14
- CCOC(=O)c1cccc(NC(=O)Cn2cnc3c2c(=O)n(C)c(=O)n3C)c1
→ -0.4	15	-1	-0.4	4	2	0.1	-5	-10
- COc1cc(CC(=O)Nc2ccc(N3CCOCC3)cc2)cc(OC)c1OC
→ -1.1	19	-9	0.8	1	-7	1.1	-3	-14
- COc1ccc(C(=O)NCCCNC(=O)c2cnccn2)cc1Br
→ 0.4	8	-1	-0.2	4	-2	0.6	-1	-5
- CCOC(=O)c1ccc(NC(=S)NCCC2=CCCCC2)cc1
→ 6.1	9	43	7.0	36	-13	11	10	14
- COc1ccc(/C=N/NC(=O)c2ccccc2O)cc1CSc1ccccn1
→ 6.0	5	11	7.3	-16	-13	2.0	-7	-11
- O=C1N(c2ccccc2)C2CS(=O)(=O)CC2N1c1ccc(Br)cc1 (stereo not drawn)
→ 5.2	20	5	2.0	-1	-10	0.4	-9	-4
- CC(C)C(C)NC(=O)CN1C(=O)NC2(CCCCCC2)C1=O (stereo not drawn)
→ -0.3	18	16	-0.8	8	-13	8.7	-15	-15
- CCOC(=O)/C(=C\c1ccccc1)NC(=O)c1ccccc1
→ 0.3	14	-43	-1.6	-13	-1	0.6	-7	4
- O=C(COc1ccc(CNC[C@H]2O[C@@H](n3ccc(=O)[nH]c3=O)[C@H](O)[C@@H]2O)cc1)Nc1nccs1
→ ·	23	-17	·	·	·	2.5	-28	·
- CCCC(=O)Nc1ccc2c(c1)nc(CN1CCN(C(C)=O)CC1)n2C
→ -0.5	1	2	0.2	-6	-9	-0.1	4	-17
- CN1C(=O)N(C)C2(CC1(C)C)CC(C)(C)N(C)C(=O)N2C
→ -0.1	4	8	0.2	9	-3	-0.4	4	-3
- CCOc1ncccc1C(=O)OCC(=O)NCc1ccc2c(c1)OCO2
→ -1.9	9	-5	0.1	-10	-5	1.2	-3	11
- O=C(Nc1ccc(C(=O)N2CCCCC2)cc1)Nc1cccc(Cl)c1
→ 8.5	-20	14	6.5	-8	-12	14	17	7
- Cc1[nH]c(=O)[nH]c(=O)c1S(=O)(=O)N1CCCC(C(=O)NCc2ccccc2Cl)C1 (stereo not drawn)
→ -0.9	25	-9	0.2	-14	-5	-0.2	-8	-4
- O=[N+]([O-])c1ccc(N2CCN(S(=O)(=O)c3ccc(Cl)cc3)CC2)cc1NCc1cccnc1
→ -0.6	2	-9	0.3	-11	-1	-0.1	13	-5

# Next part
# Fields: OXTR ag	CHO-K1 Ca PAM	TAAR1 antagonist	V1aR counter	CHO parental Ca	OXTR potentiate	CHO-K1 Ca ag	CHO-K1 Ca antag	GPR7 antagonist
- Cc1c(C(=O)NCc2ccco2)oc2ccc(S(=O)(=O)N3CCC4(CC3)OCCO4)cc12
→ 1.2	17	3	2.4	-22	-11	3.9	-4	7
- CCN(CC)CCN(C(=O)c1ccc(N2C(=O)CCC2=O)cc1)c1nc2cc3c(cc2s1)OCO3
→ 0.3	·	-19	0.2	-2	0	·	·	-2
- O=C(Nc1ccccc1)Nc1ccccc1C(=O)NCCCN1CCOCC1
→ -0.3	25	7	2.4	-14	-1	0.8	-7	-6
- O=C(NCCCN1CCCC1)c1ccc2c(c1)N(Cc1cccc(Cl)c1)C(=O)c1ccccc1S2=O (stereo not drawn)
→ -0.6	12	-10	0.7	-10	-11	0.2	-5	25
- Cc1cc(C)n(C(=O)c2ccc(C)c(F)c2F)n1
→ -2.3	18	0	-0.4	-5	7	-0.3	-6	-5
- Cc1cc(Cl)c(S(=O)(=O)Nc2cc(S(=O)(=O)N3CCOCC3)ccc2F)cc1OCC(N)=O
→ 0.1	10	8	0.3	2	-16	0.2	-9	0
- CC(=O)Nc1nonc1-c1nc2ccccc2n1N(C(C)=O)C(C)=O
→ 0.5	-3	-6	0.9	-1	-6	0.2	-1	-14
- Nc1ccc(C(=O)Nc2nccs2)cc1
→ -0.3	-9	-30	0.2	10	-5	-0.2	-5	-1
- Cn1nc(C(=O)NCC(=O)Nc2ccc(F)c(F)c2F)c2ccccc2c1=O
→ 0.3	-3	-2	0.7	-6	-3	0.4	-6	·
- CC1CN(C(=O)c2ccc(COc3ccccc3Cl)o2)CC(C)O1 (stereo not drawn)
→ 0.0	-1	-26	0.6	-3	-10	1.6	-12	0
- CC(=O)c1cccc(Nc2nc(-c3ccccc3)cs2)c1
→ -0.3	0	26	-0.3	-11	-9	1.0	-2	-14
- O=C(O)CCc1ccc(-c2ccccc2)n1CC(=O)O
→ 0.3	5	-6	1.6	0	-12	0.3	-6	1
- CCCCN1C[C@H](Cc2ccccc2)[C@@H](CC(=O)NCc2ccc(OC)cc2)C1=O
→ -1.1	-22	2	-0.6	-15	-11	-0.4	8	-4
- CC(C)(C)n1ncc2c(=O)n(CC(=O)Nc3ccccc3)cnc21
→ 1.6	9	13	2.8	-7	-12	1.4	-4	7
- O=C(O)C1C2C=CC(C2)C1C(=O)NCCCN1CCOCC1 (stereo not drawn)
→ 1.0	13	1	2.3	-2	1	-0.1	-8	11
- Cc1ccc(NC(=S)NCc2cccnc2)cc1
→ -0.1	2	4	0.8	-3	-3	-0.3	-3	-3
- O=c1c2ccccc2nc(SCc2ccc([N+](=O)[O-])cc2)n1-c1ccccc1
→ 0.2	0	-8	0.1	-20	-8	-0.3	1	-3
- COc1ccc(-c2nc(CNS(=O)(=O)c3ccc(OC)c(OC)c3)cs2)cc1
→ 0.7	15	-13	3.0	-10	-2	1.4	-10	-7
- CC(C)(C)c1ccc(COC(=O)CNC(=O)CNC(=O)Cc2ccccc2)cc1
→ -0.9	19	-12	0.4	-12	-6	3.8	-25	-7
- Cc1nn(C)cc1CNC(=O)c1ccc(F)cc1
→ 0.1	24	-2	0.9	-8	3	0.3	-5	-6

# (list continues)
# Fields: OXTR ag	CHO-K1 Ca PAM	TAAR1 antagonist	V1aR counter	CHO parental Ca	OXTR potentiate	CHO-K1 Ca ag	CHO-K1 Ca antag	GPR7 antagonist
- Cc1ccc(CN2CCC(=O)N2)cc1
→ 0.2	-9	0	-0.2	-6	-9	1.2	-4	3
- COc1ccc(C(C(=O)NC2CCCC2)N(CCO)C(=O)Cn2nnc(-c3ccc(C)o3)n2)cc1 (stereo not drawn)
→ -0.2	-2	-13	0.3	-19	-3	-0.3	-3	-13
- O=C1NC(=O)c2cc(NC(=O)c3cccc4ccccc34)ccc21
→ 17	23	11	5.2	1	-4	0.0	4	9
- COC(=O)c1nc(N)sc1C(C)C
→ 0.9	13	-5	-0.2	7	2	1.6	-12	-5
- CC(C)C1Nc2ccc(C(=O)NCc3ccco3)cc2NC1=O (stereo not drawn)
→ 0.3	9	-2	1.0	-2	3	1.7	-9	-4
- CCN(CC)S(=O)(=O)c1cccc(-c2nc3n(n2)Cc2ccccc2-3)c1
→ -0.4	14	22	0.7	-10	-2	2.5	-27	-12
- COc1ccc(N2CCN(c3nc4c(c(=O)n(C)c(=O)n4C)n3CCCc3ccccc3)CC2)cc1
→ 0.9	6	-12	2.4	-19	-8	-0.1	5	·
- COCCNc1nc(Oc2ccccc2)c2sccc2n1
→ ·	5	-8	·	·	·	0.2	-6	·
- O=C(Nc1ccncc1)c1ccc(Cl)c(S(=O)(=O)N2CCCCC2)c1
→ 15	0	27	9.7	-3	-21	9.4	-1	·
- O=C(Nc1cccc(-c2cscn2)c1)C1CCN(Cc2ccccn2)CC1
→ ·	-5	-6	·	·	·	-0.1	8	1
- COc1cc2c(c(OC)c1OC)-c1ccc(OC)c(=O)cc1[C@@H](N(C)CC#CCO)CC2
→ -0.1	8	1	0.4	-6	-8	-0.3	-16	14
- O=C(c1ccc2c(c1)OCO2)N1CCCC(c2ccccc2)C1 (stereo not drawn)
→ 0.3	15	-6	0.2	-5	-6	6.1	-8	-10
- O=C1C=C(NCCN2CCOCC2)CC(c2ccccc2)C1 (stereo not drawn)
→ -1.4	25	-20	0.0	-16	0	0.0	-24	0
- S=c1[nH]nc(-c2cc(-c3ccsc3)n[nH]2)n1-c1ccccc1
→ 0.1	9	8	0.8	-12	3	0.0	-4	-9
- O=C(CCCOc1ccccc1)Nc1nnc(C2CCCO2)s1 (stereo not drawn)
→ 0.8	-7	-14	-1.3	-16	-7	0.1	8	5
- CCC(=O)N1c2ccc(C)cc2C2=NNC(=S)NC21O (stereo not drawn)
→ 0.6	19	-6	0.1	-3	-5	0.7	-11	-3
- CCc1nnc(NS(=O)(=O)c2ccc(NC(=O)/C=C/C(=O)O)cc2)s1
→ 0.4	5	2	0.4	-3	-15	0.1	-9	2
- COc1ccc(CC(=O)Oc2ccc(C)cc2Br)cc1OC
→ 1.3	-28	11	7.8	2	-13	6.5	18	-3
- CC(C(=O)NCc1ccco1)n1ccc2cc(S(=O)(=O)N3CCCC3)ccc21 (stereo not drawn)
→ 2.3	8	7	4.0	-16	-6	1.6	-8	0
- O=C1CC(N2CCN(c3ccc(O)cc3)CC2)C(=O)N1Cc1cccs1 (stereo not drawn)
→ 2.1	-2	5	1.4	-18	-14	0.9	3	-8
- Cc1ccc(C(=O)c2nc3c(n2O)CCCC3)cc1
→ -0.1	20	2	1.0	2	1	0.5	-7	-9
- CCOC(=O)CCNCc1ccc(OC)c(OC)c1
→ 1.1	-16	6	-0.3	-5	-4	-0.3	-5	-2

# Screens deposited in PubChem by The Scripps Research Institute Molecular Screening Center.
